Mtb BioA inh: M. tuberculosis BioA enzyme inhibitors, primary screen, biochemical, plate reader, single point, HTS; 7,8-diaminopelargonic acid synthase BioA (Mycobacterium tuberculosis); purified M. tuberculosis BioA enzyme; inhibition, % at 9.99 µM; hit rate 0.096% among 360,000; AID 602481, 2012; in the data active = inhibition above about 40%
PrPC surface inh: inhibitors of human cell surface prion protein PrPC, primary screen, cell-based, TR-FRET | Major prion protein (Homo sapiens), P04156 | TR-FRET read-out | inhibition, % at 13.8 µM | hit rate 0.43% among 370,000; in the data active = inhibition above about 24%; note: 0% = median of the test wells and 100% = reference compound wells
* hit, by the source's call; . = no result given; & = joins results of further samples. This is a subset; the hit share may differ from the screen's.

Structure | Mtb BioA inh | PrPC surface inh
C[C@@H]1CCCCO[C@H](CN(C)Cc2ccc(Cl)c(Cl)c2)[C@@H](C)CN([C@@H](C)CO)C(=O)c2cc(NC(=O)C3CCCCC3)ccc2O1 | -6.5 | .
COc1ccccc1-c1cnc2c(c1)C(=O)N([C@H](C)CO)C[C@@H](C)[C@@H](CN(C)Cc1ccc(C(=O)O)cc1)O2 | -0.6 | .
CC=Cc1ccc2n(c1=O)C[C@H]1[C@H](CO)[C@@H](C(=O)NCCc3cn(C)cn3)N(C(=O)C3CCC3)[C@@H]21 (mixture of isomers) | -1.2 | .
Cc1ccc(S(=O)(=O)N(C)C[C@H]2Oc3ccc(NC(=O)Cn4cnnn4)cc3CC(=O)N([C@@H](C)CO)C[C@@H]2C)cc1 | 2.1 | .
Cc1noc(C)c1NC(=O)N(C)C[C@H]1Oc2ccc(NC(=O)NC3CCCCC3)cc2CC(=O)N([C@@H](C)CO)C[C@H]1C | -0.3 | .
O=C(Nc1cccc(F)c1)N1CCCCN2[C@H](C1)[C@H](c1ccc(C#Cc3cccnc3)cc1)[C@@H]2CO | -3.9 | .
C[C@H](CO)N1C[C@H](C)[C@H](CN(C)S(=O)(=O)c2ccc(F)cc2)OCCCC[C@H](C)Oc2ccc(NC(=O)Nc3ccc(C(F)(F)F)cc3)cc2C1=O | 1.0 | .
CO[C@@H]1CN(C)C(=O)c2ccc(NC(=O)Nc3cccc(F)c3)cc2OC[C@H](C)N(C)C[C@@H]1C | 5.6 | .
CCNC(=O)[C@@H]1[C@@H](CO)[C@@H]2Cn3c(ccc(-c4ccc(F)cc4)c3=O)[C@H]1N2C(=O)c1ccccn1 | -1.3 | .
C[C@@H]1CCCCO[C@H](CN(C)CC2CCCCC2)[C@H](C)CN([C@H](C)CO)C(=O)c2cc(NS(=O)(=O)c3cn(C)cn3)ccc2O1 | 0.6 | .
C[C@H]1CN([C@@H](C)CO)C(=O)c2cccc(NC(=O)C3CCCCC3)c2O[C@H]1CN(C)C(=O)Nc1ccc(F)cc1 | 5.0 | .
N#C[C@H]1[C@H](c2ccc(C#Cc3cccc(F)c3)cc2)[C@@H](CO)N1C(=O)C1CC1 | 16.7 | .
COC(=O)C[C@@H]1C=C[C@@H](NS(=O)(=O)c2ccc(OC)cc2)[C@H](CO)O1 | -0.8 | .
COc1ccccc1S(=O)(=O)N(C)C[C@H]1Oc2cc(/C=C/c3ccccc3)ccc2S(=O)(=O)N([C@H](C)CO)C[C@H]1C | -1.3 | .
O=C(NCc1ccncn1)[C@H]1[C@H](CO)[C@H]2Cn3c(ccc(-c4ccc(F)cc4)c3=O)[C@H]2N1CC1CC1 | 7.8 | .
C[C@@H]1CN([C@@H](C)CO)C(=O)c2cccc(NS(=O)(=O)c3cn(C)cn3)c2O[C@H]1CN(C)S(=O)(=O)c1cn(C)cn1 | -0.9 | .
O=C(Nc1ccccc1F)N[C@@H]1CC[C@@H](CCNS(=O)(=O)c2ccc(F)cc2)O[C@H]1CO | -1.4 | .
COc1ccc(NC(=O)N2CCCCN3[C@@H](CO)[C@@H](c4ccc(C5=CCCC5)cc4)[C@@H]3C2)cc1 | -5.7 | .
Cc1ccc(S(=O)(=O)N2C[C@H](O)COC[C@H]3O[C@H](CC(=O)NCc4ccc(Cl)c(Cl)c4)CC[C@@H]32)cc1 | 2.6 | .
Cc1noc(C)c1NC(=O)Nc1ccc2c(c1)C(=O)N([C@@H](C)CO)C[C@H](C)[C@@H](CN(C)Cc1ccncc1)OCCCC[C@@H](C)O2 | -1.6 | .
COc1cccc(NC(=O)N(C)C[C@H]2Oc3cc(C#Cc4ccccc4)ccc3S(=O)(=O)N([C@@H](C)CO)C[C@H]2C)c1 | 0.0 | .
CO[C@H]1CC[C@@H]2CCOc3ccc(C#N)cc3C(=O)N(C)CCCC(=O)N(C)C[C@@H]1O2 | -1.3 | .
C[C@@H]1CN([C@H](C)CO)C(=O)Cc2cc(NC(=O)Cc3ccccc3)ccc2O[C@@H]1CN(C)C(=O)Nc1ccccc1 | -0.3 | .
Cc1noc(C)c1S(=O)(=O)N(C)C[C@@H]1Oc2ccc(NC(=O)Cc3ccccc3)cc2CC(=O)N([C@@H](C)CO)C[C@@H]1C | 0.7 | .
CO[C@H]1CN(C)C(=O)c2cc(NC(=O)NC(C)C)ccc2OC[C@@H](C)N(CCC(F)(F)F)C[C@@H]1C | 1.0 | .
C[C@@H]1CN([C@@H](C)CO)S(=O)(=O)c2ccc(C3=CCCC3)cc2O[C@@H]1CN(C)Cc1ccccn1 | -1.2 | .
COc1ccc(S(=O)(=O)Nc2ccc3c(c2)C(=O)N([C@@H](C)CO)C[C@H](C)[C@H](CN(C)C(=O)Nc2ccccc2)O3)cc1 | 0.9 | .
O=C(C[C@H]1CC[C@@H]2NC[C@H](O)COC[C@H]2O1)NCCc1ccccc1 | -1.9 | .
COc1ccccc1-c1ccc2c(c1)O[C@@H](CN(C)C(=O)c1cccnc1)[C@H](C)CN([C@H](C)CO)S2(=O)=O | 0.8 | .
C[C@H](CO)N1C[C@H](C)[C@@H](CN(C)Cc2ccc(F)cc2)Oc2cc(C#CC(C)(C)O)ccc2S1(=O)=O | 0.3 | .
C[C@H]1CN([C@@H](C)CO)C(=O)c2cc(NC(=O)C3CCCCC3)ccc2O[C@@H]1CN(C)Cc1ccccc1 | 1.3 | .
C[C@@H]1CCCCO[C@H](CN(C)Cc2ccc3c(c2)OCO3)[C@H](C)CN([C@H](C)CO)C(=O)c2cc(N(C)C)ccc2O1 | 1.5&0.3 | .
COc1cccc(NC(=O)Nc2ccc3c(c2)C(=O)N(C)[C@H]2CC[C@@H](CC(=O)O)O[C@H]2CO3)c1 | -0.5 | .
Cc1ccc(S(=O)(=O)N(C)C[C@@H]2OCCCC[C@H](C)Oc3ccc(NS(=O)(=O)c4cccs4)cc3C(=O)N([C@H](C)CO)C[C@@H]2C)cc1 | 0.4 | .
COC(=O)C[C@H]1C[C@H]2c3cc(NC(=O)Nc4ccccc4F)ccc3O[C@H]2[C@H](CO)O1 | -0.5 | .
CO[C@@H]1CN(C)C(=O)c2ccc(NC(=O)C3CC3)cc2OC[C@@H](C)N(C(=O)C2CCOCC2)C[C@@H]1C | 4.4 | .
CNC[C@@H]1OCCCC[C@H](C)Oc2ccc(NS(=O)(=O)c3cccs3)cc2C(=O)N([C@@H](C)CO)C[C@H]1C | -3.4 | .
CCC(=O)Nc1ccc2c(c1)C(=O)N(C)[C@@H]1CC[C@@H](CC(=O)NC3Cc4ccccc4C3)O[C@H]1CO2 | -0.7 | .
C[C@@H]1CCCCO[C@H](CN(C)Cc2ccc3c(c2)OCO3)[C@@H](C)CN([C@H](C)CO)C(=O)c2cc(NS(=O)(=O)c3cn(C)cn3)ccc2O1 | 0.0 | .
CNC[C@H]1Oc2ncc(C#CCC3CCCC3)cc2C(=O)N([C@H](C)CO)C[C@H]1C | -0.5 | .
C[C@@H]1CN([C@H](C)CO)C(=O)c2cc(NC(=O)Nc3ccc(C(F)(F)F)cc3)ccc2O[C@@H](C)CCCCO[C@H]1CN(C)C(=O)Nc1ccc(C(F)(F)F)cc1 | -0.6 | .
CC(C)NC(=O)N(C)C[C@H]1Oc2c(NS(=O)(=O)c3ccccc3)cccc2C(=O)N([C@@H](C)CO)C[C@@H]1C | -1.4 | .
COc1cccc(C(=O)Nc2ccc3c(c2)OC[C@@H](C)N(CCc2ccccc2)C[C@@H](C)[C@H](OC)CN(C)C3=O)c1 | 6.2 | .
COC(=O)C[C@H]1CC[C@H]2[C@@H](COC[C@@H](O)CN2C(=O)Nc2ccccc2OC)O1 | 0.0 | .
Cc1ccccc1S(=O)(=O)NCC[C@@H]1CC[C@@H](NC(=O)Nc2cccc(F)c2)[C@H](CO)O1 | 24.9 | .
C[C@H](NC(=O)C[C@H]1C[C@@H]2c3cc(NC(=O)Nc4ccc(C(F)(F)F)cc4)ccc3O[C@@H]2[C@H](CO)O1)c1ccccc1 | -1.5 | .
C[C@H]1CN([C@@H](C)CO)C(=O)c2cc(NC(=O)CCCCCC(=O)Nc3ccccc3N)ccc2O[C@H]1CN(C)Cc1ccc(Cl)c(Cl)c1 | -1.1 | .
C[C@@H]1CN([C@H](C)CO)C(=O)c2cccc(NS(=O)(=O)c3ccccc3)c2O[C@H]1CN(C)S(=O)(=O)c1ccc(Cl)cc1 | -4.1 | .
Cc1noc(C)c1NC(=O)N(C)C[C@H]1OCCCC[C@H](C)Oc2ccc(NC(=O)c3ccncc3)cc2C(=O)N([C@H](C)CO)C[C@@H]1C | -3.5 | .
COC(=O)C[C@H]1CC[C@H]2[C@H](COc3ccc(NC(=O)Nc4ccc(Cl)cc4)cc3C(=O)N2C)O1 | 1.2 | .
C[C@@H]1CN([C@@H](C)CO)C(=O)Cc2cc(NC(=O)CCN3CCOCC3)ccc2O[C@@H]1CN(C)S(=O)(=O)c1cn(C)cn1 | -2.5 | .
C[C@H](CO)N1C[C@H](C)[C@H](CN(C)S(C)(=O)=O)OCCCC[C@H](C)Oc2ccc(NC(=O)NC3CCCCC3)cc2C1=O | 0.2 | .
CC=Cc1ccc2n(c1=O)C[C@@H]1[C@@H](CO)[C@H](C(=O)NCC3CC3)N(CCC(F)(F)F)[C@H]21 (mixture of isomers) | -1.4 | .
C/C=C/c1ccc([C@@H]2[C@H](C#N)N(C(=O)c3cccnc3)[C@H]2CO)cc1 | 0.9 | .
C[C@H]1CN([C@@H](C)CO)C(=O)c2cc(-c3ccc(F)cc3)cnc2O[C@@H]1CN(C)C(=O)Nc1ccccc1F | 0.8 | .
C[C@H](CO)N1C[C@H](C)[C@@H](CN(C)Cc2ccc(C(=O)O)cc2)Oc2ccc(NC(=O)Nc3cccc4ccccc34)cc2CC1=O | -0.7 | .
C[C@H]1CN([C@@H](C)CO)C(=O)c2cc(NC(=O)Nc3ccccc3)ccc2O[C@@H]1CN(C)C(=O)Nc1ccc(F)cc1 | -1.7 | .
CC(C)NC(=O)N(C)C[C@@H]1Oc2cc(-c3cccnc3)ccc2S(=O)(=O)N([C@H](C)CO)C[C@H]1C | 1.4 | .
C[C@H]1CN([C@@H](C)CO)C(=O)c2cccc(NC(=O)Nc3ccc4c(c3)OCO4)c2O[C@@H]1CN(C)Cc1ccc(Oc2ccccc2)cc1 | -0.8 | .
C[C@H]1CN([C@@H](C)CO)C(=O)c2cc(NC(=O)Nc3cccc4ccccc34)ccc2O[C@@H]1CN(C)Cc1ccc(C(=O)O)cc1 | 2.5 | .

Compounds above containing a Cl atom:
Structure | Mtb BioA inh | PrPC surface inh
C[C@@H]1CCCCO[C@H](CN(C)Cc2ccc(Cl)c(Cl)c2)[C@@H](C)CN([C@@H](C)CO)C(=O)c2cc(NC(=O)C3CCCCC3)ccc2O1 | -6.5 | .
Cc1ccc(S(=O)(=O)N2C[C@H](O)COC[C@H]3O[C@H](CC(=O)NCc4ccc(Cl)c(Cl)c4)CC[C@@H]32)cc1 | 2.6 | .
C[C@H]1CN([C@@H](C)CO)C(=O)c2cc(NC(=O)CCCCCC(=O)Nc3ccccc3N)ccc2O[C@H]1CN(C)Cc1ccc(Cl)c(Cl)c1 | -1.1 | .
C[C@@H]1CN([C@H](C)CO)C(=O)c2cccc(NS(=O)(=O)c3ccccc3)c2O[C@H]1CN(C)S(=O)(=O)c1ccc(Cl)cc1 | -4.1 | .
COC(=O)C[C@H]1CC[C@H]2[C@H](COc3ccc(NC(=O)Nc4ccc(Cl)cc4)cc3C(=O)N2C)O1 | 1.2 | .

Two records drawn at random from the list so far:
Structure | Mtb BioA inh | PrPC surface inh
C[C@H](CO)N1C[C@H](C)[C@H](CN(C)S(C)(=O)=O)OCCCC[C@H](C)Oc2ccc(NC(=O)NC3CCCCC3)cc2C1=O | 0.2 | .
C[C@H]1CN([C@@H](C)CO)C(=O)c2cc(NC(=O)Nc3cccc4ccccc34)ccc2O[C@@H]1CN(C)Cc1ccc(C(=O)O)cc1 | 2.5 | .

Further structures follow:
Structure | Mtb BioA inh | PrPC surface inh
CC(C)NC(=O)N[C@@H]1CC[C@@H](CCN)O[C@@H]1CO | -3.8 | .
Cc1noc(C)c1S(=O)(=O)Nc1ccc2c(c1)C(=O)N([C@H](C)CO)C[C@@H](C)[C@@H](CN(C)Cc1ccc(C(F)(F)F)cc1)O2 | -0.4 | .
C[C@H](CO)N1C[C@H](C)[C@@H](CN(C)Cc2cccc(F)c2)Oc2ncc(C3=CCCCC3)cc2C1=O | 1.1 | .
CN1c2ccc(Br)cc2[C@H]2[C@H](CCN2C(=O)c2cccc(F)c2)[C@@H]1CO | 9.6 | .
COc1ccc(NC(=O)N[C@@H]2CC[C@H](CCNS(=O)(=O)c3ccccc3F)O[C@H]2CO)cc1 | 0.7 | .
C[C@H]1CN([C@@H](C)CO)S(=O)(=O)c2ccc(Br)cc2O[C@@H]1CN(C)S(C)(=O)=O | 2.0 | .
C[C@H]1CCCCO[C@H](CN(C)S(=O)(=O)c2ccccc2)[C@@H](C)CN([C@@H](C)CO)C(=O)c2cc(NC(=O)Nc3ccc(C(F)(F)F)cc3)ccc2O1 | -1.3 | .
CC(C)NC(=O)Nc1ccc2c(c1)C(=O)N(C)[C@@H]1CC[C@@H](CC(=O)Nc3ccccc3)O[C@H]1CO2 | -1.5 | .
C[C@@H]1CN([C@H](C)CO)S(=O)(=O)c2ccc(-c3ccc(C#N)cc3)cc2O[C@H]1CN(C)C | 5.3 | .
OC[C@@H]1[C@H](c2ccc(Br)cc2)[C@H]2CN(Cc3ccccn3)CCCCN12 | 4.4 | .
CC=Cc1ccc2n(c1=O)C[C@@H]1[C@@H](CO)[C@H](C(=O)NCC)N(C(=O)C3CCOCC3)[C@H]21 (mixture of isomers) | -0.4 | .
CO[C@H]1CC[C@@H]2CCOc3c(C#N)cccc3C(=O)N(C)C[C@@H](OC)[C@H](C)C(=O)N(C)C[C@@H]1O2 | -0.7 | .
Cc1cccc(S(=O)(=O)N2C[C@@H]3[C@H](c4ccccc42)[C@H](CO)N3C(=O)CC2CC2)c1 | -3.9 | .
C[C@@H]1CN([C@@H](C)CO)C(=O)c2cc(/C=C/c3ccccc3)cnc2O[C@H]1CN(C)C | -1.4 | .
NCCC(=O)Nc1ccc(Cl)cc1C(=O)c1ccc[nH]1 | . | -11.9
CN(C)S(=O)(=O)c1ccc2nc(COCc3nc4ccc(S(=O)(=O)N(C)C)cc4[nH]3)[nH]c2c1 | . | 3.4

High-throughput results as filed in PubChem BioAssay.
